Bioassay records as filed in PubChem BioAssay.
D1 agonist: activates the human D1 dopamine receptor; P21728; HEK293 T-REx D1 cells, calcium flux, agonist mode; activation, % at 2 µM; 360,000 tested, 1% active; AID 504660; in the data active means activation above about 30%; further: 0% is about no effect
Target sequence (P21728 whole entry, looked up): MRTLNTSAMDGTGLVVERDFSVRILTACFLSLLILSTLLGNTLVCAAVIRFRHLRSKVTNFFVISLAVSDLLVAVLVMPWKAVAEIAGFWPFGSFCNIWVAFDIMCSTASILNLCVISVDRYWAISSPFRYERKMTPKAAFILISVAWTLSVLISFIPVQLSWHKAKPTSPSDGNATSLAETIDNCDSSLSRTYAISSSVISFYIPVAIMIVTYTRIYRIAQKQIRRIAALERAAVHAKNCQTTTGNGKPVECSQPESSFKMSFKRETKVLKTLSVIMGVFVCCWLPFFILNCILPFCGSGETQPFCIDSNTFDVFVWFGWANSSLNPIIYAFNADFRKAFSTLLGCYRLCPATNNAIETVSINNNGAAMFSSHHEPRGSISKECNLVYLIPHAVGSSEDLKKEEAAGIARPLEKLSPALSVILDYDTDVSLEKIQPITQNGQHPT
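Tetracycline-induced HEK293 TREx D1 cells, force-coupled to calcium signalling, were dye-loaded with a no-wash calcium kit. Compound was pin-added after a 10 s baseline. Fluorescence was read kinetically at 1 cycle/s for 180 s, with calcium rises flagged as agonism.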
RXFP1 ag: activates the human relaxin receptor RXFP1; Q9HBX9; HEK293T-RXFP1 cAMP TR-FRET, 30 min; response scale: percent of porcine relaxin response, buffer zero; Potency, µM (series often up to 57.5 µM), inactives show at the highest dose activation, actives largely listed as activators; 370,000 tested, 0.3% active; AID 2676; further: potency means the concentration at half of the fitted maximal effect; on the % scale 0 is the no-effect control and ±100 the full control effect; nearly all actives have a fitted effect of over 60% in size; many of its hits are not listed in these tables
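HEK293T cells stably expressing RXFP1 were pretreated with the PDE4 inhibitor Ro 20174, exposed to compounds for 30 min at 37C, lysed, and cAMP was read by TR-FRET. Data normalized to buffer (basal) and 29 nM porcine relaxin (100%).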
LDHA block: blocks human lactate dehydrogenase A. purified LDHA, NADH/diaphorase-resazurin fluorescence; stronger effect = lower value. activity change, % (values are at about 110 or 230 µM). 480,000 tested, 0.15% active. AID 1347041; in the data active means activity change below about -30%; inconclusive means mostly about -25% to -30%;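 further: plate controls were DMSO wells for no effect and wells without enzyme for full effect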
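Enzyme activity of human lactate dehydrogenase 5 (2 nM; 0.06 mM NADH, 0.2 mM pyruvate, 5 min, RT) is measured via a resazurin/diaphorase fluorescence readout of residual NADH.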
D1 antagonist: blocks dopamine activation of the human D1 receptor; P21728; HEK293 TREx D1 cells, calcium flux, dopamine EC80; stronger effect = lower value; activity change, negative = inhibition, % at 10 µM; 360,000 tested, 3.2% active; in the data active means activity change below about -30%; further: on the % scale 0 is the no-effect control and ±100 the full control effect
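Allosteric or orthosteric antagonism assessed as attenuation of the calcium response to EC80 dopamine, added 180 s after compound, in induced HEK293 Trex D1 cells loaded with no-wash calcium dye.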
Vif-APOBEC3F blk: Vif-A3F binding inhibition. HeLa A3F-eYFP + Vif (tagged APOBEC3F with the HIV-1 protein that degrades it), YFP fluorescence increase. 390,000 tested, 0.2% active. Potency, µM (highest dose often 46.1 µM), for the others: at the top dose activity, negative = active; further: potency means the concentration at half of the fitted maximal effect; % of control where 0% means no effect; nearly all actives have a fitted effect of over 65% in size
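HeLa cells stably expressing A3F-eYFP plus Vif, plated and incubated overnight at 37 deg C, then exposed to compounds overnight at 37 deg C. Blocked degradation read as raised yellow fluorescence (Ex 488/Em 500-530).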
D2 potentiator: D2 dopamine receptor (human) potentiation. P14416. HEK293 T-REx D2, calcium flux, EC20 dopamine potentiation. potentiation, % at 10 µM. 340,000 tested, 0.34% active. AID 485347;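 active means potentiation over 3 SD above the plate norm, cut at about 30% in these data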; further: 0% is about no effect
Target sequence (P14416 whole entry, looked up): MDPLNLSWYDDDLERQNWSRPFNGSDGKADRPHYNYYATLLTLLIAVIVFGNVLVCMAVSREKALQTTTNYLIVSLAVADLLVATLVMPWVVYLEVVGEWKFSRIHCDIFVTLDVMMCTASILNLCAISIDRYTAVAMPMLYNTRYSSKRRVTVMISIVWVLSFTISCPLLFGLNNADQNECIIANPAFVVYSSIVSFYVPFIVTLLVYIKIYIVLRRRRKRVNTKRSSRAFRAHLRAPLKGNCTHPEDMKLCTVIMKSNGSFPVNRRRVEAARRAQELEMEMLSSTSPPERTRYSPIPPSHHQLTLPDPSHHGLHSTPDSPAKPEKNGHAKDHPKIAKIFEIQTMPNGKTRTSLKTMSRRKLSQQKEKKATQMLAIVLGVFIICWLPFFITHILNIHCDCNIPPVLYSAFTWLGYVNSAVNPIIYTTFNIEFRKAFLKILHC
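Tetracycline-induced HEK293 T-REx cells force-coupled to calcium signalling expressed D2; compounds were pin-added after a 10 s baseline, read kinetically 180 s, then an EC20 dopamine challenge followed with a further 180 s calcium read.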
D1 PAM: enhances dopamine response at the human D1 receptor | P21728 | HEK293 TREx D1 cells, calcium flux, dopamine EC20 potentiation | potentiation, % at 10 µM | 360,000 tested, 0.036% active; in the data active means potentiation above about 30%; further: 0% is about no effect
Glioma ERSR ind: inducers of ER stress response in human glioma cells. U87-MG GRP78 promoter luciferase reporter, 16 h. Potency, µM, inactives show at the highest dose activation, hits mostly activators. 420,000 tested, 0.02% active. AID 602332; further: potency means the concentration at half of the fitted maximal effect; series mostly up to about 76 µM; % of control where 0% means no effect; nearly all actives have a fitted effect of over 35% in size
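Stably transfected U87-MG human glioma cells carrying a GRP78-based luminescent sensor were seeded at 1000 cells/well, pin-dosed with compounds and incubated 16 h. Luciferase reagent was then added, and end-point luminescence was read after 10 min at room temperature.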
Vif-A3G inh: Vif-A3G binding inhibition; Q9HC16; HeLa A3G-eYFP + Vif (tagged APOBEC3G with the HIV-1 protein that degrades it), YFP fluorescence, overnight; Potency, µM (doses to about 46.1 µM), for inactives: at the top dose activity, negative = active, actives largely listed as inhibitors; 410,000 tested, 0.076% active; AID 602310;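 further: potency means the concentration at half of the fitted maximal effect; on the % scale 0 is the no-effect control and ±100 the full control effect; nearly all actives have a fitted effect of over 60% in size; hits raise eYFP signal because A3G escapes Vif-driven loss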
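HeLa cells stably expressing Vif and C-terminally eYFP-tagged A3G, seeded overnight at 37 deg C, then exposed to compound by pintool overnight at 37 deg C. Rise in yellow fluorescence (Ex 488/Em 500-530, Acumen) marks blocked Vif-driven A3G degradation.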
Active calls of the source: *. Unless noted, the call rests on the fitted dose curve; in most records, active means well fitted curve in the direction sought with a large enough effect; inconclusive means small, poorly fitted or top-dose-only effect, or another doubt; inactive means no such curve, though single readings can be large; an effect the other way counts as inactive or inconclusive.

`CCN1C(=O)[C@@H]2[C@H](C1=O)[C@@H]1C(=O)Nc3ccccc3C(=O)N1[C@@H]2c1ccccc1` gave D1 agonist 1, RXFP1 ag -0.4%, LDHA block -1, D1 antagonist -3, Vif-APOBEC3F blk 1%, D2 potentiator 10, D1 PAM -3, Glioma ERSR ind 0% and Vif-A3G inh 3%.
Cc1cccc(NC(=O)c2sc3nc4c(cc3c2N)CCCCCC4)c1C was read as D1 agonist 3, RXFP1 ag 15%, LDHA block 9, D1 antagonist 9, Vif-APOBEC3F blk -8%, D2 potentiator 1, D1 PAM -3, Glioma ERSR ind -5% and Vif-A3G inh inconclusive.
Screening Cc1ccc(Cl)cc1N1CCN(C(=O)C2CCN(S(=O)(=O)c3cn(C)cn3)CC2)CC1 returned D1 agonist 0, RXFP1 ag 2.2%, LDHA block -6, D1 antagonist 3, Vif-APOBEC3F blk 0%, D2 potentiator 7, D1 PAM 2, Glioma ERSR ind 6% and Vif-A3G inh -2%.
Screening COc1ccc(NC(=O)c2oc3ccccc3c2NC(=O)c2ccc3c(c2)OCO3)cc1 returned D1 agonist 1, RXFP1 ag -0.6%, LDHA block 0, D1 antagonist -9, Vif-APOBEC3F blk 5%, D2 potentiator 2, D1 PAM -8, Glioma ERSR ind 4% and Vif-A3G inh 1%.
Cc1cccc(NC(=O)C2CCN(S(=O)(=O)c3cccs3)CC2)n1 was read as D1 agonist 5, RXFP1 ag -0.2%, LDHA block -14, D1 antagonist 0, Vif-APOBEC3F blk -4%, D2 potentiator -8, D1 PAM -7, Glioma ERSR ind 0% and Vif-A3G inh 0%.
For O=C(CCn1c(=O)oc2cc(Cl)ccc21)Nc1ccc(N2CCOCC2)cc1 the results were D1 agonist 7, RXFP1 ag -0.6%, LDHA block -3, D1 antagonist 8, Vif-APOBEC3F blk 12%, D2 potentiator 1, Glioma ERSR ind -2% and Vif-A3G inh 2%.
For COc1ccc(S(=O)(=O)NCCCc2ccccc2)cc1 the results were LDHA block 0, Vif-APOBEC3F blk 6%, Glioma ERSR ind -5% and Vif-A3G inh 5%.
Screening O=C(CSc1nc2ccc([N+](=O)[O-])cc2s1)NCC1CCCO1 (stereo not drawn) returned D1 agonist 4, RXFP1 ag 22%, LDHA block 3, D1 antagonist 4, Vif-APOBEC3F blk -11%, D2 potentiator -6, Glioma ERSR ind -2% and Vif-A3G inh -3%.
Screening Cc1ccn2c(Nc3ccc4c(c3)OCCO4)c(-c3ccc(C)o3)nc2c1 returned D1 agonist -3, RXFP1 ag 15%, LDHA block -8, D1 antagonist -4, Vif-APOBEC3F blk -6%, D2 potentiator 5, D1 PAM 3, Glioma ERSR ind 0% and Vif-A3G inh -1%.
COc1ccc(C2C3=C(NCCN=C3c3ccccc3)C(=O)N2c2ccccc2)c(OC)c1 (stereo not drawn) was read as D1 agonist 2, RXFP1 ag 1.1%, LDHA block -1, D1 antagonist 3, Vif-APOBEC3F blk -25%, D2 potentiator 0, D1 PAM 3, Glioma ERSR ind -2% and Vif-A3G inh 2%.
CCOc1ccc(S(=O)(=O)Nc2ccc3c(c2)c(C(C)=O)c(C)n3S(=O)(=O)c2ccc(OCC)cc2)cc1 was read as D1 agonist 0, RXFP1 ag -1.2%, LDHA block -11, D1 antagonist 16, Vif-APOBEC3F blk -4%, D1 PAM 1, Glioma ERSR ind inconclusive and Vif-A3G inh 1%.
`CC(C)C(OC(=O)c1nsc(Cl)c1Cl)C(=O)NC(C)(C)C` (stereo not drawn) gave D1 agonist -1, RXFP1 ag 0.1%, LDHA block -6, D1 antagonist 7, Vif-APOBEC3F blk 16%, D2 potentiator 3, D1 PAM -4, Glioma ERSR ind -4% and Vif-A3G inh 5%.
N#Cc1ccc(-c2ccc(OCC3CNC(=O)O3)cc2)cc1 (stereo not drawn) was read as D1 agonist 7, RXFP1 ag 7.2%, LDHA block -9, D1 antagonist -10, Vif-APOBEC3F blk -5%, D2 potentiator 2, D1 PAM -6, Glioma ERSR ind -1% and Vif-A3G inh 3%.
`Cc1cc(Cl)ccc1NC(=O)CN(c1ccccc1Br)S(C)(=O)=O` gave D1 agonist -2, RXFP1 ag 2.3%, LDHA block 0, D1 antagonist -6, Vif-APOBEC3F blk 1%, D2 potentiator -5, D1 PAM 4, Glioma ERSR ind -1% and Vif-A3G inh -4%.
CC(=O)N(Cc1cc(=O)[nH]c2ccccc12)c1cccc(C)c1 was read as D1 agonist 2, RXFP1 ag 3.5%, LDHA block -4, D1 antagonist -3, Vif-APOBEC3F blk 2%, D2 potentiator -1, D1 PAM 0, Glioma ERSR ind -2% and Vif-A3G inh -3%.
Screening Cc1ccc(Sc2sc(=O)n(C)c2S(=O)(=O)c2ccc(C)cc2)cc1 returned D1 agonist 1, RXFP1 ag 3.2%, LDHA block 1, D1 antagonist 10, Vif-APOBEC3F blk 0%, D2 potentiator -5, D1 PAM -6, Glioma ERSR ind -4% and Vif-A3G inh 1%.
Screening CCCS(=O)(=O)c1c(S(=O)(=O)CCC)c2c(N)cccn2c1C(=O)OC returned D1 agonist 5, RXFP1 ag 8.0%, LDHA block 5, D1 antagonist 10, Vif-APOBEC3F blk -25%, D2 potentiator 2, D1 PAM -7, Glioma ERSR ind -2% and Vif-A3G inh -7%.
O=C(NC(Cc1ccccc1)C(=O)O)OCc1ccccc1 (stereo not drawn) was read as D1 agonist 2, RXFP1 ag -0.4%, LDHA block -3, D1 antagonist 0, Vif-APOBEC3F blk -3%, D2 potentiator 0, D1 PAM 1, Glioma ERSR ind -3% and Vif-A3G inh -2%.
COc1ccc(N2C(=O)CSC23C(=O)N(CC(=O)NCCc2ccccc2)c2ccccc23)cc1 (stereo not drawn) was read as D1 agonist 5, RXFP1 ag -3.0%, LDHA block 4, D1 antagonist -14, Vif-APOBEC3F blk 0%, D2 potentiator 0, D1 PAM -2, Glioma ERSR ind -6% and Vif-A3G inh 0%.
Screening CCN1CCCC1CN(Cc1cc2ccc(C)cc2[nH]c1=O)C(=S)Nc1ccc(F)cc1 (stereo not drawn) returned D1 agonist 2, RXFP1 ag 0.2%, LDHA block -8, D1 antagonist 24, Vif-APOBEC3F blk -3%, D2 potentiator 4, D1 PAM -3, Glioma ERSR ind -3% and Vif-A3G inh 1%.
Screening C/C(=N\Nc1nc(C(C)(C)C)cs1)c1ccc(O)cc1 returned D1 agonist 2, RXFP1 ag 1.3%, LDHA block 1, D1 antagonist -12, Vif-APOBEC3F blk 0%, D1 PAM -5, Glioma ERSR ind 2% and Vif-A3G inh 0%.
For COc1ccc(N(CC(=O)N/N=C/c2ccco2)S(=O)(=O)c2ccccc2)cc1 the results were D1 agonist 0, RXFP1 ag -1.4%, LDHA block -2, D1 antagonist -21, Vif-APOBEC3F blk -2%, D2 potentiator 2, D1 PAM -3, Glioma ERSR ind -4% and Vif-A3G inh -5%.
Screening O=C(O)CCC(=O)N1N=C(c2ccccc2)CC1c1ccc(Br)cc1 (stereo not drawn) returned D1 agonist 3, RXFP1 ag -0.8%, LDHA block -3, D1 antagonist 13, Vif-APOBEC3F blk 2%, D2 potentiator -1, D1 PAM -3, Glioma ERSR ind 2% and Vif-A3G inh -2%.
Screening CC(C)c1cc(CN2C(C)COCC2C)cc(C(C)C)c1O (stereo not drawn) returned LDHA block -1, Vif-APOBEC3F blk 8%, Glioma ERSR ind -1% and Vif-A3G inh -1%.
`CC1CCc2ccccc2N1C(=O)c1cccs1` (stereo not drawn) gave D1 agonist 1, RXFP1 ag 2.1%, LDHA block 2, D1 antagonist -6, Vif-APOBEC3F blk -2%, D1 PAM -4, Glioma ERSR ind 6% and Vif-A3G inh 1%.
For O=C(COc1cccc(NC(=O)c2cccc([N+](=O)[O-])c2)c1)c1ccc(Br)cc1 the results were D1 agonist -1, RXFP1 ag -2.8%, LDHA block -6, D1 antagonist -16, Vif-APOBEC3F blk -2%, D2 potentiator 7, D1 PAM -8, Glioma ERSR ind -2% and Vif-A3G inh -7%.
Screening O=C(O)c1cccc(NC(=O)c2ccc(N3C(=O)c4ccc(C(=O)Nc5cccc(C(=O)O)c5)cc4C3=O)cc2)c1 returned D1 agonist 0, RXFP1 ag 1.8%, LDHA block -10, D1 antagonist -7, Vif-APOBEC3F blk 11%, D2 potentiator 17, D1 PAM 2, Glioma ERSR ind -8% and Vif-A3G inh -6%.
Screening Cc1ccc(OCC(=O)N2N=C(c3cccnc3)CC2(O)C(F)(F)F)cc1C (stereo not drawn) returned D1 agonist 5, RXFP1 ag 2.1%, LDHA block -7, D1 antagonist 7, Vif-APOBEC3F blk -14%, D2 potentiator 8, D1 PAM 10, Glioma ERSR ind 3% and Vif-A3G inh -3%.
For NC(=O)COc1ncn(-c2ccccc2)n1 the results were D1 agonist 2, RXFP1 ag -1.3%, LDHA block -4, D1 antagonist 9, Vif-APOBEC3F blk -7%, D2 potentiator 0, D1 PAM -3, Glioma ERSR ind -1% and Vif-A3G inh 1%.
For COc1ccccc1OCCOCCN1CCCC1 the results were D1 agonist 2, RXFP1 ag -0.3%, LDHA block -16, D1 antagonist -1, Vif-APOBEC3F blk -11%, D2 potentiator -5, D1 PAM 0, Glioma ERSR ind -3% and Vif-A3G inh -6%.
For Cc1cc(C(=O)NNC(=S)NC2CCCCC2)cs1 the results were D1 agonist 2, RXFP1 ag -1.1%, LDHA block -2, D1 antagonist 13, Vif-APOBEC3F blk 0%, D2 potentiator 0, D1 PAM -2, Glioma ERSR ind 3% and Vif-A3G inh 1%.

These rows are one share of the data (hit frequency here may not be typical).
